MrgX1 ag = agonists of human MrgX1 receptor; MrgX1-HEK293 cells, Fluo-4 calcium fluorescence, agonist mode; stronger effect = higher value; 310,000 tested, 0.44% active; AID 588627; B-score at 10 µM; Q96LB2;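 active = calcium response B-score plate-corrected fluorescence ratio at least 3 library SD, with starting fluorescence B-score inside 5 SD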
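Assay system: stable human MrgX1 HEK293 cell line. Quantity: 15,000 cells per well. Schedule: cells plated overnight, dye loaded 0.5 h 37 °C, 0.5 h room temperature. Detection: Fluo-4 NW calcium-flux fluorescence, kinetic read. Read-out basis: peak-minus-minimum fluorescence over baseline, converted to B scores. Control set: positive and negative control wells on each plate.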
MrgX1 PAM = human MrgX1 positive allosteric modulation, primary screen | Q96LB2 | MrgX1-HEK293, Fluo-4 calcium flux, FDSS; stronger effect = higher value | B-score at 10 µM | 310,000 tested, 0.63% active;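 active = plate-corrected calcium response at least 3 library SD above typical, normal starting fluorescence, not activating the receptor alone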;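 also: compound read alongside a low EC10 to EC30 dose of BAM8-22 agonist; peak minus trough fluorescence over baseline measured at the second addition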
RGS4 inh = inhibitors of human RGS4; P49798; HEK293 M3R/RGS4 inducible, Fluo-4 calcium flux; stronger effect = higher value; triggered by carbachol at its EC20; B-score at 10 µM; 310,000 tested, 0.45% active; AID 463165;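 active = B-score, a plate-corrected calcium signal, over three deviations above library mean, with baseline fluorescence within five deviations of library mean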;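 also: RGS4 expression induced by doxycycline in cells with stable M3 receptor; B-score is computed from the integrated fluorescence ratio over baseline after carbachol; higher B-score means a larger calcium signal and so more RGS4 inhibition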
TRPC4 agonist = TRPC4 (mouse) channel activation; Q9QUQ5; HEK293 TRPC4beta/mu-opioid, Fluo4 calcium fluorescence; stronger effect = higher value; B-score at 10 µM; 310,000 tested, 0.49% active;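 active = B-score above 5 SD of library B-scores, and initial fluorescence ratio not above library mean plus 5 SD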;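 also: positive B-score marks a calcium rise read as TRPC4 activation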
Target sequence (Q9QUQ5 whole entry, looked up): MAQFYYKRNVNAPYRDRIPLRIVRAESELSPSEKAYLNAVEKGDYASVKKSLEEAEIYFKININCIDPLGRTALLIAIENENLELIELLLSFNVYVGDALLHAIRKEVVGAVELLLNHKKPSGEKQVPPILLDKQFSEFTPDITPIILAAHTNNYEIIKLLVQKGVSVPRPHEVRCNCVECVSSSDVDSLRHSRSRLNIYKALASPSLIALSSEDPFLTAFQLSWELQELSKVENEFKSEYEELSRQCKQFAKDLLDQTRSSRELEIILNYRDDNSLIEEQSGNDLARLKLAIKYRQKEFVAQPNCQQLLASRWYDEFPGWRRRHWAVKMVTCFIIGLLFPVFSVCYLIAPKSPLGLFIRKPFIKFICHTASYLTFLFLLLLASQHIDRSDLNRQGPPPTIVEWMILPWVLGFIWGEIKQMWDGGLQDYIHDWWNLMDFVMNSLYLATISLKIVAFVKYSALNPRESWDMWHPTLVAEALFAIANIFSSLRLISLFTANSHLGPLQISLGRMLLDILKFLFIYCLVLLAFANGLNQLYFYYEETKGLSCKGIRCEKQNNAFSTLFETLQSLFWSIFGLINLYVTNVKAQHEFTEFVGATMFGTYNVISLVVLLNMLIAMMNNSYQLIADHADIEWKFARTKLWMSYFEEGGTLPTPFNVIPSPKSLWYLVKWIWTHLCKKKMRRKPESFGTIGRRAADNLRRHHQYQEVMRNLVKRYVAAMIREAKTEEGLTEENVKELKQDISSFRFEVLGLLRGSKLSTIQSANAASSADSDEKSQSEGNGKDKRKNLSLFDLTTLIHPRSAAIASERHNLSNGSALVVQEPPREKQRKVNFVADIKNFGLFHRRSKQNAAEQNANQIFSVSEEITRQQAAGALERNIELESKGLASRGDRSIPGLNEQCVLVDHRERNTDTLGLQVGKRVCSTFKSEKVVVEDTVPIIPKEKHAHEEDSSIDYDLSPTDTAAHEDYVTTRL
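Test system: HEK293 cells stably co-expressing mouse TRPC4beta and mu-opioid receptor | Schedule: Fluo4 dye loading 45 min at room temperature, 110 s recording | Measured by: Kinetic Fluo4 calcium fluorescence, 5 s baseline at 1 Hz | Evaluation: B score of integrated ratio | Controls: Buffer (low) and maximal DAMGO (high)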
TMEM16A act = mouse TMEM16A channel activation, primary screen; Q8BHY3; HEK293 TMEM16A/YFP-H148Q/I152L, iodide quench fluorescence; stronger effect = lower value; B-score at 10 µM; 340,000 tested, 0.3% active; AID 623877;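 active = fluorescence-ratio B-score plate-corrected deviation score at least 3 library SD below zero, with starting fluorescence score within 5 deviations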;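 also: channel opened by trigger with iodide after compound preincubation; score built on the fluorescence ratio of max minus min over baseline; more negative score means more quench and so TMEM16A activation or potentiation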
TMEM16A inh = mouse TMEM16A channel inhibition, primary screen; 310,000 tested, 1.2% active; normalized B-score (activity score, 25-100; higher = stronger inhibition) at 10 µM; Q8BHY3; HEK293 TMEM16A/YFP iodide influx fluorescence, ionomycin; AID 588511;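 active = ratio plate-corrected score three or more library SD toward inhibition, starting fluorescence score within five deviations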;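 also: score derived from kinetic fluorescence span divided by baseline fluorescence per well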
TRPC4 PAM = TRPC4 (mouse) allosteric potentiation; B-score at 10 µM; HEK293 TRPC4beta/mu-opioid, DAMGO EC20, Fluo-4 Ca2+ flux; stronger effect = higher value; 310,000 tested, 0.42% active; Q9QUQ5; AID 2227;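 active = B-score of calcium response area above 5 SD of library B-scores, with initial fluorescence ratio within 5 SD of library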;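 also: B-score of integrated fluorescence ratio over time as area under calcium response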
MrgX1 antag = human MrgX1 receptor antagonism, primary screen | Q96LB2 | MRGX1-HEK293 calcium flux, Fluo-4, BAM8-22 antagonism; stronger effect = lower value | B-score at 10 µM | 310,000 tested, 1.3% active | AID 588676;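 active = calcium-response B-score plate-corrected more than 3 library SD below zero, starting fluorescence within 5 deviations, no agonist response on first addition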;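 also: peak minus trough fluorescence over baseline after final BAM8-22 challenge near maximal dose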
TRPC4 block = blocks the mouse TRPC4 cation channel; Q9QUQ5; HEK293 TRPC4beta/mu-opioid, DAMGO-evoked Fluo4 calcium flux; stronger effect = lower value; B-score at 10 µM; 300,000 tested, 0.39% active; AID 2247;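 active = B-score over 3 SD under the library average, no early fluorescence shift, positive overall ratio signal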
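Material: HEK293 cells with stable TRPC4beta plus mu-opioid receptor expression; probe or stimulus: DAMGO in two steps, submaximal then maximal; technique: Fluo4 calcium fluorescence by kinetic imaging, 5 s 1 Hz baseline; measure: integrated fluorescence ratio relative to baseline, converted to per-well B score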
TRPC6 act = activators of mouse TRPC6 channel | Q61143 | HEK293-TRPC6 membrane potential dye fluorescence; stronger effect = higher value | B-score at 10 µM | 310,000 tested, 0.13% active | AID 2550;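 active = B-score of the integrated fluorescence ratio above library mean plus 3 SD, and starting fluorescence ratio within library mean plus 5 SD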;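 also: higher score means more depolarization so channel activation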
TRPC6 inhibitor = inhibitors of mouse TRPC6 channel; Q61143; HEK293-TRPC6, membrane potential dye, ACh-evoked depolarization; stronger effect = lower value; B-score at 10 µM; 310,000 tested, 1.1% active; AID 2553;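 active = B-score under library mean minus 3 SD, initial fluorescence not abnormally high, positive integrated signal ratio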;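 also: B-score derived from integrated fluorescence ratio over the kinetic read; more negative B-score means stronger inhibition of depolarization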
* hit, by the source's call; i = inactive.

smiles,MrgX1 ag,MrgX1 PAM,RGS4 inh,TRPC4 agonist,TMEM16A act,TMEM16A inh,TRPC4 PAM,MrgX1 antag,TRPC4 block,TRPC6 act,TRPC6 inhibitor
O=c1ccnc(Nc2ccc3c(c2)OCCO3)[nH]1,i,i,i,i,i,i,i,i,i,i,i
Brc1ccccc1C1=Nn2c(nnc2-c2ccccc2)SC1,i,i,i,i,i,i,i,i,i,i,i
CCCCN1C2=C(C(=O)CCC2)C(c2ccc(Cl)c(Cl)c2)C2=C1c1ccccc1C2=O (stereo not given),i,i,i,i,i,i,i,i,i,i,i
COc1ccc(/C=C(\C#N)C(=O)Nc2cccc(C)n2)cc1,i,i,i,i,i,i,i,i,i,i,i
COc1ccc(-c2oc3ncn4nc(COc5ccccc5)nc4c3c2-c2ccc(OC)cc2)cc1,i,i,i,i,i,i,i,i,i,i,i
COc1nc(NC(C)C)nc(N(C#N)CN2C(=O)c3ccccc3S2(=O)=O)n1,i,i,i,i,i,i,i,i,i,i,i
O=C(Nc1ccc(Br)cc1)c1cccnc1N1CCCCC1,i,i,i,i,i,i,i,i,i,i,i
Fc1ccc(N2CCN(Cc3nnc(-c4ccccc4)o3)CC2)cc1,i,i,i,i,i,i,i,i,i,i,i
O=C(NCc1ccccn1)C(C(=O)c1ccc(F)cc1)n1ccccc1=O (stereo not given),i,i,i,i,i,i,i,i,i,i,i
Cc1cc(C)c(NC(=O)C2CCCN2CCOC(=O)c2ccccc2)c(C)c1 (stereo not given),i,i,i,i,i,i,i,i,i,i,i
COc1ccc(N2CCN(C(=O)C3COc4ccccc4O3)CC2)cc1 (stereo not given),i,i,i,i,i,i,i,i,i,i,i
Cc1ccc(S(=O)(=O)CCC(=O)Nc2ccc3c(c2)OCO3)cc1,i,i,i,i,i,i,i,i,i,i,i
Cc1ccc(S(=O)(=O)N2CCN(C(=O)NCc3ccc(C(=O)O)cc3)CC2)cc1,i,i,i,i,i,i,i,i,i,i,i
CN1C(=O)/C(=C\c2ccc(-c3ccccc3)o2)SC1=S,i,i,i,i,i,i,i,i,i,i,i
O=C(O)/C=C/C(=O)Nc1ccc(S(=O)(=O)N2CCCC2)cc1,i,i,i,i,i,i,i,i,i,i,i
Cc1ccc(C#CC(C)(O)C(C)(C)C)cn1 (stereo not given),i,i,i,i,i,i,i,i,i,i,i
NC(=O)c1ccc(NC(=O)CN2CCN(C(=O)c3ccco3)CC2)cc1,i,i,i,i,i,i,i,i,i,i,i
COCCn1nnnc1CN1CCC(NC(=O)Nc2cccc(OC)c2)CC1,i,i,i,i,i,i,i,i,i,i,i
Cc1ccc(NC(=O)CC(=O)Nc2ccc(C)cc2)cc1,i,i,i,i,i,i,i,i,i,i,i
CCN(CC)S(=O)(=O)c1cccc(NC(=O)COc2ccc(F)cc2Br)c1,i,i,i,i,i,i,i,i,i,i,i
COc1ccc(CN2C(=O)c3cccnc3C2=O)cc1S(=O)(=O)N(C)c1cccc(C)c1,i,i,i,i,i,i,i,i,i,i,i
O=C(O)CCSC(=S)N1CCOCC1,i,i,i,i,i,i,i,i,i,i,i
Cc1n[nH]c(C)c1C(=O)CC1(O)C(=O)N(Cc2ccccc2)c2ccc(Br)cc21 (stereo not given),i,i,i,i,i,i,i,i,i,i,i
COc1ccc(CCNC(=O)C/C(C)=N/NC(=O)C23CC4CC(CC(C4)C2)C3)cc1OC,i,i,i,i,i,i,i,i,i,i,i
CCN(CC)CCCn1c(=S)[nH]c2ccc(Cl)cc2c1=O,i,i,i,i,i,i,i,i,i,i,i
CC(C)(C)C1=CC(=O)C(=O)C(C(C)(C)C)=C1,i,i,i,i,i,i,i,i,i,i,i
Nc1ccc(-n2nc3ccccc3n2)cc1,i,i,i,i,i,i,i,i,i,i,i
CSc1ccc(CN2CCC(Oc3cccc(C(=O)N4CCCC4)c3)CC2)cc1,i,i,i,i,i,i,i,i,i,i,i
CCN(CC)CCN1C(=O)C2C3c4ccccc4C(c4ccccc43)C2C1=O (stereo not given),i,i,i,i,i,i,i,i,i,i,i
Cc1cc(C)c2c(c1)cc(C)c1nnc(SCC(=O)Nc3cc(C)on3)n12,i,i,i,i,i,i,i,i,i,i,i
CC1(c2ccc(C#N)cc2)NC(=O)N(CC(=O)Nc2cc(S(=O)(=O)N3CCOCC3)ccc2Cl)C1=O (stereo not given),i,i,i,i,i,i,i,-7.33*,i,i,i
CCC(=O)Nc1ccc(Cl)c(NC(=S)NC(=O)COc2ccc(Cl)cc2)c1,i,i,i,i,i,i,i,i,i,i,i
Cc1ccc(N(CC(=O)O)S(=O)(=O)c2cccc3nonc23)cc1,i,i,i,i,i,i,i,i,i,i,i
Cc1ccc(C)c(SCc2noc(C(=O)NC(C)C)c2C(=O)O)c1,i,i,i,i,i,i,i,i,i,i,i
CCOC(=O)C1=C(COC(=O)c2cccnc2Cl)NC(=O)NC1C (stereo not given),i,i,i,i,i,i,i,i,i,i,i
Cc1ccc(CN2CCN(c3ncccn3)CC2)c(C)c1,i,i,i,i,i,i,i,i,i,i,i
CCN1CCN(C(=O)c2ccc(Cl)c(S(=O)(=O)N3CCCCCC3)c2)CC1,i,i,i,i,i,i,i,i,i,i,i
Cc1ccc(C)c2sc(NC(=O)c3nc4ccccc4s3)nc12,i,i,i,i,i,i,i,i,i,i,i
CCOC(=O)/C=c1\s/c(=C\c2ccccc2C)c(=O)n1CC(=O)NCc1ccc2c(c1)OCO2,i,i,i,i,i,i,i,i,i,i,i
O=C(NCc1ccncc1)C1=NN(c2ccccc2)C(=O)CC1,i,i,i,i,i,i,i,i,i,i,i
O=C(COC(=O)C1=COCCO1)Nc1ccccc1OC(F)F,i,i,i,i,i,i,i,i,i,i,i
O=c1c2cc3ccccc3n2cnn1Cc1ccccc1F,i,i,i,i,i,i,i,i,i,i,i
CC(C)OC(=O)c1sc2nc3c(cc2c1N)C(=O)CCC3,i,i,i,i,i,i,i,i,i,i,i
COc1ccccc1C(=O)NCCn1cc(SCC(=O)NCC2CCCO2)c2ccccc21 (stereo not given),i,i,i,i,i,i,i,i,i,i,i
COc1ccc(NC(C)=O)cc1NS(=O)(=O)c1cn(C)c(=O)n(C)c1=O,i,i,i,i,i,i,i,i,i,i,i
COc1ccc(N2C(=O)CC(N3CCN(c4ccc(S(C)(=O)=O)cc4)CC3)C2=O)cc1 (stereo not given),i,i,i,i,i,i,i,i,i,i,i
CC1N(C(=O)N2CCOCC2)CCN1S(=O)(=O)c1ccc(Cl)cc1 (stereo not given),i,i,i,i,i,i,i,i,i,i,i
COc1ccc(-c2n[nH]c(=S)n2N)c(OC)c1,i,i,i,i,i,i,i,i,i,i,i
Cc1cccc(S(=O)(=O)Nc2nc3ccccc3nc2OC(C)C)c1,i,i,i,i,i,i,i,i,i,i,i
c1ccc(Sc2ccccc2CN2CCCC2)cc1,i,i,i,i,i,i,i,i,i,i,i
Cc1cc(C)c(S(=O)(=O)N(C)Cc2cnn(C)c2)c(C)c1,i,i,i,i,i,i,i,i,i,i,i
COC(CNC(=O)c1ccc(CS(=O)(=O)c2ccc(Br)cc2)o1)OC,i,i,i,i,i,i,i,i,i,i,i
Nc1c(C(=O)NCc2ccccc2)nnn1Cc1ccc(F)cc1,i,i,i,i,i,i,i,i,i,i,i
CCOc1cc(C(=O)Nc2cccc(C(C)=O)c2)ccc1OCC(=O)N1CCCCC1,i,i,i,i,i,i,i,i,i,i,i
Clc1ccc2nc(N3CCNCC3)nc(-c3ccccc3)c2c1,i,i,i,102*,i,i,i,i,i,i,i
CCOc1ccc(C(=O)Nc2nnc(SCC(=O)NCC3CCCO3)s2)cc1OCC (stereo not given),i,i,i,i,i,i,i,i,i,i,i
Cc1ccccc1C(=O)c1cccn1CC(=O)N1CCCCC1,i,i,i,i,i,i,i,i,i,i,i
O=C(NC(=S)Nc1nc(-c2ccc(Br)cc2)cs1)c1cccnc1,i,i,i,i,i,i,i,i,i,i,i
Cc1nn(CC(=O)NCC2CCCO2)c(=O)c2cc3ccccc3n12 (stereo not given),i,i,i,i,i,i,i,i,i,i,i
C/C(=N\OCC(=O)N/N=C/c1ccc(C)cc1O)c1cccs1,i,i,i,i,i,i,i,i,i,i,i

Additional compounds follow.
smiles,MrgX1 ag,MrgX1 PAM,RGS4 inh,TRPC4 agonist,TMEM16A act,TMEM16A inh,TRPC4 PAM,MrgX1 antag,TRPC4 block,TRPC6 act,TRPC6 inhibitor
CC(C)c1ccc(C2CC(=O)c3cnc(NC(=O)c4ccco4)nc3C2)cc1 (stereo not given),i,i,i,i,i,i,i,i,i,i,i
CCOC(=O)CN1C(=O)N(CC(=O)OCC)C(c2ccccc2)(c2ccccc2)C1=O,i,i,i,i,i,i,i,i,i,i,i
CCN1CCCC1CNC(=O)c1cc2c(-c3cccc(OC)c3)nn(C)c2s1 (stereo not given),i,i,i,i,i,i,i,i,i,i,i
COC(=O)c1ccc(/C=N/NC(=O)C(=O)NCc2ccccc2)cc1,i,i,i,i,i,i,i,i,i,i,i
N#CCCN(C(=O)c1ccco1)c1ccccc1,i,i,i,i,i,i,i,i,i,i,i
Cn1c(=O)oc2cc(S(=O)(=O)Nc3ccccc3F)ccc21,i,i,i,i,i,i,i,i,i,i,i
CS(=O)(=O)c1ccc(Cl)c(NC(=O)CCCSc2ccccc2)c1,i,i,i,i,i,i,i,i,i,i,i
CC(=O)NCC(=O)OC(C(=O)c1ccccc1)c1ccc(Cl)cc1 (stereo not given),i,i,i,i,i,i,i,i,i,i,i
CCC(C)c1ccc(S(=O)(=O)N2CCN(c3ccccn3)CC2)cc1 (stereo not given),i,i,i,i,i,i,i,i,i,i,i
Cc1nnc(-c2ccc(N3CCCCCC3)c([N+](=O)[O-])c2)o1,i,i,i,i,i,i,i,i,i,i,i

High-throughput results: PubChem, Johns Hopkins Ion Channel Center

Not a hit list. Share with any hit: about 5.8%.
